High-throughput results as filed in PubChem BioAssay.
TAG inh – inhibitors of triacylglycerol accumulation. H9c2 cells, Nile Red lipid (TAG) fluorescence; cells loaded with 200 µM oleic acid. inhibition, % at 12.5 µM. 230,000 compounds, 0.66% hits;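 active = pattern-corrected inhibition of lipid staining of at least 50% with the nuclear-stain viability signal not falling by more than 50%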;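 also: 0% = DMSO wells and 100% = triacsin C control wells; some results filed as inactive read as strong as hits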
TAG inh DAPI viability – also measured in TAG inh; calls as there; DAPI nuclei signal change (viability), lower = more cytotoxic, %;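 whole-well DAPI fluorescence read on a plate reader as a viability signal; minus 50 percent equals half of cells still viable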
An asterisk follows results filed as active; & = joins results of further samples. Only part of the results is shown (hit frequency here may not be typical).

molecule	TAG inh	TAG inh DAPI viability
C#CCOCCOCCOCCNc1nc(N2CCN(C(=O)[C@H]([C@@H](C)CC)n3cc([C@@H](N)CO)nn3)CC2)nc(N2CCN(C(=O)[C@H]([C@@H](C)CC)n3cc([C@@H](N)CC(C)C)nn3)CC2)n1	-15	4
Cc1onc(-c2ccccc2Cl)c1C(=O)OCC(=O)N1CCCCC1	7	-5
COCCOc1cc(NC(=O)c2ccccc2)c(Cl)cc1Cl	-5	-2
CCc1nnc(NC(=O)CC(CN(C)S(=O)(=O)c2ccccc2)c2ccccc2)s1 (stereo unspecified)	6	-5
COC(=O)c1ccc(OC(=O)CCN2C(=O)C3C4c5ccccc5C(c5ccccc54)C3C2=O)cc1 (stereo unspecified)	-20	8
O=C(NCCO)c1cccc(Cl)c1	-3	-4
C/C(=N\OC(=O)Nc1ccccc1)c1cnn(-c2cc(C(F)(F)F)cc(C)n2)c1C	12	-26
Cc1cc(Nc2ccccc2C(=O)O)n(-c2ccc([N+](=O)[O-])cc2)n1	6	-9
Nn1c(SCC(=O)NCC2CCCO2)nnc1-c1ccc(OC(F)F)cc1 (stereo unspecified)	3	-9
COc1ccc([C@@H]2CC=C(C(=O)O)[C@H](c3ccc(C)cc3)N2S(=O)(=O)c2ccccc2C)cc1	2	-5
COc1ccccc1Nc1nnc(SCc2cc(=O)n3ccsc3n2)s1	5	6
C#Cc1ccc([C@H]2C=C(C(=O)NC3CC3)O[C@@H](OCC)[C@@H]2CCCO)cc1	11	-8
CCOc1cc(/C=N/NC(=O)c2ccc(=O)n(C)c2)ccc1O	19	5
O=C(COC(=O)CCc1nc2ccccc2s1)Nc1ccc(S(=O)(=O)N2CCOCC2)cc1	-15	-2
NC(=O)[C@H]1CC2(CC(c3cccc(NC(=O)COc4ccc(Cl)cc4)c3)=NO2)CN1C(=O)Cc1ccc([N+](=O)[O-])cc1 (stereo partly specified)	-9	0
CCn1nnnc1SCC(=O)N1c2ccccc2NC(=O)CC1C (stereo unspecified)	-8	-1
COc1cccc2c1c(NC(=O)c1cc(C)on1)nn2C	1	-1
COCCn1c(N)c(NCc2ccccc2)c(=O)n(CC(=O)Nc2cc(C)ccc2C)c1=O	9	-7
COc1cccc(OC)c1C(=O)Nc1ccncc1	3	3
O=S1(=O)N=C(Nc2nc3c(s2)CCCC3)c2ccccc21	6	-7
COCCCN1C(=O)C(=O)/C(=C(/O)c2ccc(OC)cc2)C1c1ccc(O)c(OC)c1 (stereo unspecified)	-2	-16
CCc1cc(CNC(=O)c2cccc(OC3CCN(S(C)(=O)=O)CC3)c2)on1	-19	-1
COc1ccccc1-n1c(SCC(N)=O)nnc1-c1ccccc1	-12	7
O=S(=O)(Nc1ccc(S(=O)(=O)Nc2cccc3ccccc23)cc1)c1ccccc1	23	-4
CC(C)(C)N(Cc1ccccc1)C(=O)COC(=O)CSc1ccc([N+](=O)[O-])cc1	-9	4
Cc1cc(C)n2nc(C(=O)OCC(=O)NCc3ccc(F)cc3)nc2n1	4	-6
COc1ccc(CNC(=O)CN(c2ccccc2OC)S(=O)(=O)c2cccs2)cc1	11	1
Cc1ccccc1Cn1cc(NS(=O)(=O)c2cn(C)nc2C)cn1	10	-7
O=C(c1[nH]ncc1-c1ccc(Cl)cc1)C1CO1 (stereo unspecified)	19	-8
O=C(CSc1n[nH]c(-c2ccccc2)n1)c1ccccc1	-50	-5
COC(=O)n1c(SC)nc2ccccc21	-23	8
Cc1nnc(SCc2cccc(Cl)c2)n(N)c1=O	6	-9
COc1ccccc1CNc1cc(CSc2ccc(Cl)cc2)nc(C)n1	-15	2
CCCCn1c(N)c(N(CCC(C)C)C(=O)c2ccc(N3CCCC3=O)cc2)c(=O)[nH]c1=O	2	-2
CCOC(=O)c1cc(/C(C)=N/OC(=O)c2ccc(C(C)(C)C)cc2)on1	7	-1
CCOC(=O)c1c(C)[nH]c(C(=O)OC(C)C(=O)Nc2ccc(C)cc2)c1C (stereo unspecified)	-11	11
Cc1ccc(-c2csc(NCCc3nc4cc(Cl)c(Cl)cc4n3CCCO)n2)cc1	4	-2
Cc1ccc(C)c(NC(=O)CN2C(=O)C3CC=CCC3C2=O)c1 (stereo unspecified)	-11	-9
COc1cc(C(=S)N2CCOCC2)cc(OC)c1OS(=O)(=O)c1ccc(Cl)cc1	-14	1
CCCNC(=O)C1(C)CCN(C(=O)c2cccc(Cl)c2)C1 (stereo unspecified)	-4	-3
COc1ccc(CN2C(=O)c3ccccc3C2=O)cc1C(=O)N(C)CC(=O)Nc1ccc(F)cc1	-19	5
O=C1C=C(c2cccc(CO)c2)C[C@@H](c2ccc3c(c2)OCO3)C1	-8	-8
O=C(c1ccncc1)c1ccc([N+](=O)[O-])cc1	7	-2
NS(=O)(=O)c1ccc(NC(=O)COC(=O)c2cnccn2)cc1	14	-5
O=C(OCc1nnc(-c2ccccc2)o1)C1CC(=O)N(CCc2ccccc2)C1 (stereo unspecified)	-2	-13
Cc1ccc(-n2nnnc2SCC(=O)NCC2(N3CCOCC3)CCCCC2)c(C)c1	7	2
CCOC(=O)c1sc(NC(=O)CSc2ncccn2)nc1C	1	-5
CCC(C)(C)n1nnnc1C(c1cc(OC)c(OC)c(OC)c1)N1CCN(c2ccccc2)CC1 (stereo unspecified)	12	8
O=C(Cc1cccs1)Nc1cc(S(=O)(=O)N2CCCCC2)ccc1Cl	-12	-11
CCOC(=O)C1(CCSC)NC(c2ccco2)C2C(=O)N(CC)C(=O)C21 (stereo unspecified)	-6	9

(cont.)
molecule	TAG inh	TAG inh DAPI viability
O=C1[C@H]2[C@H](ON3CCCC[C@H]23)C(=O)N1c1ccc(Cl)cc1	-4	1
COc1ccc(Oc2cnc3ccccc3n2)cc1	-15	-7
CCC(C)[C@H](NC(=O)NCc1ccc(S(N)(=O)=O)cc1)C(=O)O (stereo partly specified)	15	-7
CC1CCC(C(C)C)C(OC(=O)Cn2nnc3c(cnn3-c3ccccc3)c2=O)C1 (stereo unspecified)	-2	8
COc1cc(OC)cc(C(=O)N[C@H](C(=O)Nc2nc(-c3cc(OC)ccc3OC)cs2)C(C)C)c1	22	-6
COc1ccc(CN2CCN(Cc3ccc(C)cc3)C(CCO)C2)cc1OC (stereo unspecified)	-6	0
O=C(c1ccc(CS(=O)Cc2ccc(Cl)cc2)o1)N1CCN(C2CCCCC2)CC1 (stereo unspecified)	-9	8
Cc1ccc(S(=O)(=O)CCC(=O)Nc2nc(-c3ccccn3)cs2)cc1	18	-11
CC(=O)CCC(=O)N1CCCC(CNC(=O)c2ccc(-c3ccccc3)cc2)C1 (stereo unspecified)	-5	-6
COc1cc(/C=C/C=C2/CC/C(=C/C=C/c3ccc(O)c(OC)c3)C2=O)ccc1O	10	-7
Cc1cccc(S(=O)(=O)NCC2CCCO2)c1 (stereo unspecified)	-29	-5
CCCCn1c(CN2CCN(c3ccc(F)cc3)CC2)nc2c1c(=O)n(C)c(=O)n2C	-10	5
CC(C)OC(=O)C1C(=O)CC(C)(O)C(C(=O)OC(C)C)C1c1cccc([N+](=O)[O-])c1 (stereo unspecified)	12	-20
Cc1c(-c2ccc(Cl)cc2Cl)nc2ccccc2c1C(=O)NCCN1CCOCC1	8	-4
CC(C)N(CC(N)=O)c1ccc(S(=O)(=O)N2CCCC2)cn1	-28	3
CCOC(=O)c1[nH]ncc1CN1CCCC(C(=O)c2ccc(OC)c(OC)c2)C1 (stereo unspecified)	5	3
CCOc1ccccc1-c1nc(-c2ccc(C)nc2OC)no1	3	8
CCOC(=O)Cc1cc(=O)[nH]c(=O)[nH]1	-1	6
CCOc1ccc(NC(=O)COC(=O)c2cccnc2)cc1	-9	-3
CCOC(=O)C1C(c2cc(OC)c(O)c(OC)c2)NC(=S)NC1(O)C(F)(F)F (stereo unspecified)	-5	-5

A different layout for part of the listing above.
> COc1ccc(CNC(=O)CN(c2ccccc2OC)S(=O)(=O)c2cccs2)cc1
  TAG inh: 11 | TAG inh DAPI viability: 1

> C#Cc1ccc([C@H]2C=C(C(=O)NC3CC3)O[C@@H](OCC)[C@@H]2CCCO)cc1
  TAG inh: 11 | TAG inh DAPI viability: -8

> CCC(C)(C)n1nnnc1C(c1cc(OC)c(OC)c(OC)c1)N1CCN(c2ccccc2)CC1 (stereo unspecified)
  TAG inh: 12 | TAG inh DAPI viability: 8

> COC(=O)c1ccc(OC(=O)CCN2C(=O)C3C4c5ccccc5C(c5ccccc54)C3C2=O)cc1 (stereo unspecified)
  TAG inh: -20 | TAG inh DAPI viability: 8

(list continues)
molecule	TAG inh	TAG inh DAPI viability
CNC(=O)C12N=CNN=C1N(C)C(=O)N2C (stereo unspecified)	13	-10
COc1cccc(CNc2ccccn2)c1O	-6	-8
CCCCNC(=O)C1(C)CCN1C(=O)c1csnn1 (stereo unspecified)	1	-5
COc1ccc(C(CNC(=O)C(C)Sc2ccccc2)N2CCOCC2)cc1 (stereo unspecified)	12	-4
COc1ccc(-n2nnc3c(=O)n(CC(=O)N4CCC(Cc5ccccc5)CC4)cnc32)cc1	3	-11
Cc1ccc2nc(-c3ccc(NC(=O)CN4C(=O)NC(C)(c5ccc(OC(F)F)cc5)C4=O)cc3)sc2c1 (stereo unspecified)	23	92
COc1cc(OC)c(C(=O)Nc2ccc(S(=O)(=O)N3CCCCC3)cc2)cc1OC	-6	4
COc1cccc(NC(=O)COc2cccnc2[N+](=O)[O-])c1	10	-30
CCCCCC(=O)N1CC2(CC)CN(C(=O)CCCCC)CC(CC)(C1)C2=O	10	-4
Cc1cccc(N2CC(C(=O)NCc3ccco3)CC2=O)c1C (stereo unspecified)	-4	-1
CC(=O)NCC(=O)NC(C(=O)Nc1ccc2c(c1)OCCO2)c1ccccc1 (stereo unspecified)	-4	-6
CCC(=O)N(C)CCc1cc2c(c(OC)c1/C=N/NC(=O)c1ccncc1)OCO2	4	7
CCCCC(=O)N/N=C(C)/C=C/c1ccccc1F	1	-6
ON1C(c2ccccc2C(F)(F)F)N(O)[C@H]2CCCC[C@H]21 (stereo partly specified)	-2	0
O=C(Nc1ccc(F)cc1)C1CCN(C(=O)c2ccc(F)cc2)CC1	3	-5
CCn1c(SCC(=O)N2CCN(C(=O)c3ccco3)CC2)nnc1C(C)C	-17	2
CCOC(=O)c1cc(-c2csc(COc3ccccc3)n2)on1	7	-4
CCN(CC(=O)NCc1cccs1)CC(=O)Nc1ccc(C(N)=O)cc1	-11	-1
COc1cc(/C=C2\SC(=O)N(c3cccc(Cl)c3)C2=O)cc([N+](=O)[O-])c1O	4	-9
COC(=O)c1cnn(-c2ccc(Cl)cc2)c1/C=N/NC(N)=S	-5	2
Cn1c(=N)n(CC(=O)C(C)(C)C)c2ccccc21	7	-4
Cc1cnc(C(=O)NC(C)CCc2ccccc2)cn1 (stereo unspecified)	-3	8
CCOC(=O)N1CCC(Nc2c(NCCCN(CC)Cc3ccccc3)c(=O)c2=O)CC1	12&11	-14&-5
CCOC(=O)c1cc(-c2ccc(OC)cc2)n(CCC(=O)NCCN2CCC(C)CC2)c1C	8	25
CN(Cc1ccccc1)C(=O)COc1ccc2ccccc2c1	-5	-1
COc1cc(/C=C/C(=O)O)cc(S(=O)(=O)Nc2cc(Cl)c(Cl)cc2Cl)c1OC	-8	8
Clc1ccc(NCn2cncn2)nc1	-12	-6
C#CCOCCOCCOCCNc1nc(N2CCN(C(=O)[C@H](CCC(=O)O)n3cc(C(N)[C@H](C)CC)nn3)CC2)nc(N2CCN(C(=O)[C@H](Cc3ccc(O)cc3)n3cc(C(N)[C@H](C)CC)nn3)CC2)n1 (stereo partly specified)	-8	9
CC1CCCC(NC(=O)C2CCC(CNc3c(N4CCCC4)c(=O)c3=O)CC2)C1C (stereo unspecified)	-4	3
Cc1cccc(C(=O)NNC(=O)CCC(=O)Nc2cccc(Cl)c2C)c1	-1	3

4 of these compounds in a different format.
Value order – TAG inh	TAG inh DAPI viability
COc1cccc(CNc2ccccn2)c1O
    -6	-8
CCCCNC(=O)C1(C)CCN1C(=O)c1csnn1 (stereo unspecified)
    1	-5
COc1ccc(C(CNC(=O)C(C)Sc2ccccc2)N2CCOCC2)cc1 (stereo unspecified)
    12	-4
COc1ccc(-n2nnc3c(=O)n(CC(=O)N4CCC(Cc5ccccc5)CC4)cnc32)cc1
    3	-11

Carrying on.
molecule	TAG inh	TAG inh DAPI viability
CCOC(=O)C1(Cc2cccc(Cl)c2)CCCN(C(=O)c2ccc(C)nc2)C1 (stereo unspecified)	2	1
O=C1C=C(c2ccccc2)CO1	2	3
Cc1cccc(NC(=O)c2cc(Cl)nc3ccccc23)n1	-15	-4
Cc1ccc(N(CC(=O)NCc2cccnc2)S(C)(=O)=O)cc1C	4	6
Cn1c(COc2ccccc2Br)nc2ccccc21	6	-4
Nn1c(SCC(=O)N2CCN(S(=O)(=O)c3ccccc3)CC2)nnc1-c1cccs1	-11	6
COC(=O)CCn1nnc(-c2cccs2)n1	-6	14
COc1ccc(C)cc1Nc1n[n+](-c2ccccc2)c(-c2ccc(OC)c(OC)c2OC)s1	-10	13
O=C(Nc1ccccc1)c1cccc(S(=O)(=O)NCc2ccco2)c1	6	-8
CCC(CC)NC(=O)COC(=O)c1cccc(C)c1O	-12	5
O=C(COc1ccc(Cl)cc1)NC1CC1	-7	-6
COc1ccc(N2CC(C(=O)Nc3nnc(SCC(=O)NC(C)(C)C)s3)CC2=O)cc1 (stereo unspecified)	4	4
O=C(COC(=O)c1ccc[nH]c1=O)NCC1CCCO1 (stereo unspecified)	-17	3
COc1cccc(C(C)(O)c2nc(-c3cccc(C#N)c3)cs2)c1 (stereo unspecified)	-22	5
